Screening data deposited in PubChem by The Scripps Research Institute Molecular Screening Center.
PREPL inhibitor: PREPL enzyme inhibitors, primary screen, biochemical, fluorescence polarization; Prolyl endopeptidase-like (Homo sapiens), Q4J6C6; recombinant PREPL, fluorescence polarization activity-based probe; inhibition, % at 5.96 µM; 0.68% of 320,000 active; in the data active means inhibition above about 43%;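 further: 0% = enzyme with DMSO and 100% = wells lacking enzyme; many of its hits are not listed in these tables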
LYPLA2 inh: LYPLA2 inhibitors, primary screen, counter-screen for PME1 inhibitor project, biochemical, fluorescence polarization, FP-Rh probe ABPP; AID 2177, 2009; recombinant LYPLA2; inhibition, % at 5.9 µM; 0.38% of 320,000 active;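 active means inhibition above the screen-wide mean plus 3 SD, limit set per campaign, cut at about 26% in these data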;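 further: 0% = LYPLA2 with DMSO and 100% = wells lacking LYPLA2 enzyme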
Target sequence (O95372 whole entry, looked up): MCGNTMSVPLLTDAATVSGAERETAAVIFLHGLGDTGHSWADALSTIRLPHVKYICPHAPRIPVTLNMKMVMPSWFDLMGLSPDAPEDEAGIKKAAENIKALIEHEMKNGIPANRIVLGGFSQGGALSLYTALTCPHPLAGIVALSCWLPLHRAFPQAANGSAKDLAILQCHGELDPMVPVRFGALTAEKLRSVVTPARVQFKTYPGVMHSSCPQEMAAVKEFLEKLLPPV
LYPLA1 counter: LYPLA1 inhibitors, primary screen, counter-screen for PME1 inhibitor project, biochemical, fluorescence polarization, FP-Rh probe ABPP; Acyl-protein thioesterase 1 (Homo sapiens), O75608; recombinant LYPLA1; inhibition, % at 5.9 µM; 0.16% of 320,000 active;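 active means inhibition above the mean of all tested compounds plus 3 SD, set per campaign, cut at about 14% in these data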;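 further: inhibitors block serine hydrolase probe labeling of LYPLA1 so polarization falls; 0% = enzyme with DMSO and 100% = wells lacking LYPLA1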
Target sequence (O75608 whole entry, looked up): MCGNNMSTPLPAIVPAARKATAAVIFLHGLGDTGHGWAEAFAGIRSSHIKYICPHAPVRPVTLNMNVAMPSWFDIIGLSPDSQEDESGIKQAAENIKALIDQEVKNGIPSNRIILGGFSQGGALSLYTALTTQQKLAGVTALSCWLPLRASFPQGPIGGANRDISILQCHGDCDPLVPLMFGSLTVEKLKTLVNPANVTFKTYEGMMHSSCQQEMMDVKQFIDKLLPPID
PAFAH2 inh: PAFAH2 enzyme inhibitors, primary screen, biochemical, fluorescence polarization, human. Platelet-activating factor acetylhydrolase 2, cytoplasmic (Homo sapiens), Q99487. recombinant PAFAH2, FP-rhodamine activity probe. inhibition, % at 3.39 µM. 0.99% of 340,000 active;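 active means inhibition above the mean over all tested compounds plus 3 SD, cut at about 30% in these data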;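 further: inhibitors block probe labeling of enzyme so polarization drops; 0% = enzyme with DMSO and 100% = wells lacking PAFAH2 protein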
PAD4 inh: human PAD4 inhibitors, primary screen, biochemical, fluorescence polarization, 1536-well format. 0.41% of 330,000 active. Protein-arginine deiminase type-4 (Homo sapiens), Q9UM07. inhibition, % at 6.36 µM. recombinant PAD4, RCA probe fluorescence polarization;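 active means percent inhibition above a cutoff equal to the mean of all tested compounds plus 3 SD, cut at about 15% in these data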;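 further: 0% = PAD4 with RCA probe and DMSO and 100% = probe without PAD4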
pPAFAH inh: pPAFAH enzyme inhibitors, primary screen, biochemical, fluorescence polarization, human. 1.5% of 330,000 active. inhibition, % at 3.39 µM. recombinant pPAFAH, FP-rhodamine probe fluorescence polarization;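 active means inhibition above the mean inhibition across the screen plus 3 SD, cut at about 25% in these data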;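 further: inhibitors block binding of the rhodamine activity-based probe so polarization drops; 0% = enzyme with DMSO and 100% = wells lacking pPAFAH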
PAFAH1B2 inh: PAFAH1B2 enzyme inhibitors, primary screen, biochemical, fluorescence polarization, human. Platelet-activating factor acetylhydrolase IB subunit alpha2 (Homo sapiens), P68402. recombinant PAFAH1B2, FP-rhodamine activity probe. inhibition, % at 3.39 µM. 1.2% of 340,000 active;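 active means inhibition above the mean of all tested compounds plus 3 SD, cut at about 24% in these data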;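 further: 0% = enzyme with DMSO and 100% = wells lacking PAFAH1B2; many of its hits are not listed in these tables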
Target sequence (P68402 whole entry, looked up): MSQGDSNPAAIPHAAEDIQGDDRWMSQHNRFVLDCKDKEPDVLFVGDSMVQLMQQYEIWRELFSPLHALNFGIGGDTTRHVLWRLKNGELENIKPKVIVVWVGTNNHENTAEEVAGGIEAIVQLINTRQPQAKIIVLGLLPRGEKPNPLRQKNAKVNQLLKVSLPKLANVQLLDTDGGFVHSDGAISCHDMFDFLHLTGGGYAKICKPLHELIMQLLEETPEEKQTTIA
GSTO1 counter: inhibitors of recombinant GSTO1, primary screen, counter-screen for RBBP9 inhibitor project, biochemical, fluorescence polarization; activity-based probe fluorescence polarization; inhibition, % at 5.96 µM; 1.1% of 300,000 active; AID 1974, 2009; Glutathione S-transferase omega-1 (Homo sapiens), P78417;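 active means inhibition above the campaign mean inhibition plus 3 SD, cut at about 35% in these data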;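 further: 0% = GSTO1-1 with DMSO and 100% = wells lacking GSTO1-1 enzyme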
Target sequence (P78417 whole entry, looked up): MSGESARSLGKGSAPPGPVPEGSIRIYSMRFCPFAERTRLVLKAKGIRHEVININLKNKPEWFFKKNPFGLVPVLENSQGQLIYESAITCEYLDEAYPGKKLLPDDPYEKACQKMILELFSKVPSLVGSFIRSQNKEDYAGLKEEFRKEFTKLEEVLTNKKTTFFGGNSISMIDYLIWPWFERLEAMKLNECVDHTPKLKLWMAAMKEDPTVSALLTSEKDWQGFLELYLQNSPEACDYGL
PAFAH1B3 inh: PAFAH1B3 enzyme inhibitors, primary screen, biochemical, fluorescence polarization, human. Platelet-activating factor acetylhydrolase IB subunit alpha1 (Homo sapiens), Q15102. recombinant PAFAH1B3, FP-rhodamine probe. inhibition, % at 3.39 µM. 0.28% of 340,000 active. AID 492972, 2010;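 active means inhibition above the screen-wide average of all tested compounds plus 3 SD, cut at about 25% in these data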;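 further: 0% = enzyme with DMSO only and 100% = wells lacking PAFAH1B3 protein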
Starred values were filed as active, the others as inactive; x = not tested or not shown. Only part of the results is shown, so the mix of outcomes need not match the whole.

(1) Fc1ccc(N2CCN(C(=S)NCC3CCCO3)CC2)cc1 (centres undefined)
(2) Cc1ccc(CCNS(=O)(=O)c2cc3c(cc2Cl)NC(=O)CO3)cc1
(3) Cc1ccc(NC(=O)C2CCN(S(=O)(=O)c3cccnc3)CC2)cc1C
(4) CCc1cccc(C)c1NC(=O)CCCC(=O)O
(5) N/C(=N\c1nc2ccccc2o1)NC(=O)c1ccccc1F

Screen / compound no.	1	2	3	4	5
PREPL inhibitor	-13	-20	7	-2	-5
LYPLA2 inh	5	1	-5	2	-1
LYPLA1 counter	1	-1	-1	-2	-1
PAFAH2 inh	-3	11	4	-1	-8
PAD4 inh	2	2	-2	-1	-1
pPAFAH inh	3	4	2	0	-1
PAFAH1B2 inh	7	20	5	5	-4
GSTO1 counter	-4	1	5	-9	1
PAFAH1B3 inh	-2	-4	8	2	-2

(6) Cc1ccc(OCC(=O)NNC(=S)NCc2ccccc2)cc1
(7) O=C(Nc1nnc(-c2ccco2)o1)c1ccc(Cl)cc1
(8) COc1cccc(C2c3[nH]c4ccccc4c3CCN2C(=O)c2ccccc2F)c1OC (centres undefined)
(9) CC(NC(=O)c1ccccc1)c1ccc(F)cc1 (centres undefined)
(10) COC(=O)C1=C(C)NC(=S)NC1c1ccc(-c2ccccc2C(=O)OC)o1 (centres undefined)

Screen / compound no.	6	7	8	9	10
PREPL inhibitor	-20	-6	4	5	-5
LYPLA2 inh	12	0	2	3	-1
LYPLA1 counter	-1	3	-2	1	-1
PAFAH2 inh	9	-2	4	6	4
PAD4 inh	-7	-2	3	-2	-2
pPAFAH inh	5	0	-1	5	-4
PAFAH1B2 inh	4	2	0	7	-1
GSTO1 counter	15	-9	9	-5	15
PAFAH1B3 inh	3	4	11	12	2

(11) CC(=O)Nc1cccc(OCC(O)Cn2c(C)nc3ccccc32)c1 (centres undefined)
(12) CC(C)n1nccc1NC(=O)Nc1ccccc1
(13) CC1CC(C)(C)NCCNC(C)CC(C)(C)NCCN1 (centres undefined)
(14) CSc1n[nH]c(NC(=O)c2c(-c3c(Cl)cccc3Cl)noc2C)n1
(15) O=C1CCC(C(=O)NCCCn2ccnc2)N1 (centres undefined)

Screen / compound no.	11	12	13	14	15
PREPL inhibitor	6	7	4	7	-4
LYPLA2 inh	0	-1	4	-6	4
LYPLA1 counter	-1	1	0	-3	2
PAFAH2 inh	1	-14	4	-20	1
PAD4 inh	-2	-5	1	2	-3
pPAFAH inh	-3	7	7	-2	2
PAFAH1B2 inh	4	3	4	0	1
GSTO1 counter	2	0	6	2	-4
PAFAH1B3 inh	3	3	1	4	4

(16) O=C(O)/C=C/C(=O)N1CCN(c2ccc(F)cc2)CC1
(17) Cc1nc(-c2ccccc2O)n(S(=O)(=O)N(C)C)n1
(18) O=C(CN1C(=O)NC2(CCc3ccccc32)C1=O)c1c[nH]c2ccccc12 (centres undefined)
(19) Cc1cc(C(=O)N2CCCC(N3CCN(c4ccc(F)cc4)CC3)C2)no1 (centres undefined)
(20) Cc1ccc2c(c1)C1CN(C)CCC1N2C(=S)Nc1ccc(Cl)cc1Cl (centres undefined)

Screen / compound no.	16	17	18	19	20
PREPL inhibitor	9	1	-4	4	-5
LYPLA2 inh	3	10	-5	0	1
LYPLA1 counter	2	0	-6	0	2
PAFAH2 inh	-8	-10	2	0	8
PAD4 inh	-2	-1	-2	1	-3
pPAFAH inh	-1	3	5	2	3
PAFAH1B2 inh	1	3	3	1	-2
GSTO1 counter	1	10	5	3	6
PAFAH1B3 inh	3	5	5	7	1

(21) FC(F)(F)c1cc(-c2ccco2)nc(NCc2ccccc2)n1
(22) CCCCc1[nH]c(=O)c(C#N)c2c1CSC(C)(C)C2
(23) CCOc1ccc(NC(=O)N2CCN(Cc3ccc4c(c3)OCO4)CC2)cc1
(24) CCOC(=O)NNc1cc(C(F)(F)F)ccn1
(25) Cc1cccc(/C=C2/Sc3ccc(C(=O)NCCCN4CCOCC4)cc3NC2=O)c1

Screen / compound no.	21	22	23	24	25
PREPL inhibitor	-3	5	4	13	4
LYPLA2 inh	-3	1	-4	6	14
LYPLA1 counter	-2	0	3	3	1
PAFAH2 inh	-8	7	4	5	-14
PAD4 inh	-3	4	-2	5	-3
pPAFAH inh	14	4	0	3	26*
PAFAH1B2 inh	3	1	5	1	8
GSTO1 counter	0	1	-2	2	-104
PAFAH1B3 inh	1	10	0	-3	-5

(26) CCN(CC)CCN(C(=O)c1ccc(Br)s1)c1nc2cc3c(cc2s1)OCO3
(27) CCc1ccccc1S(=O)(=O)Cc1ccc(C(=O)NC2CCCC2)o1
(28) COc1ccc(CCC(C)NC(=O)Cc2ccc(OC)c(OC)c2)c(OC)c1 (centres undefined)
(29) Cc1cccc(N2C(=O)N3[C@@H]4c5ccccc5OC[C@@H]4[C@@H](c4ccccc4)[C@]3(C)C2=O)c1
(30) Cc1ccc(NC(=O)C2CC(=O)NC(N3CCc4ccccc43)=N2)cc1 (centres undefined)

Screen / compound no.	26	27	28	29	30
PREPL inhibitor	2	2	-3	-7	6
LYPLA2 inh	1	-1	-3	-3	7
LYPLA1 counter	1	-2	3	0	2
PAFAH2 inh	4	-2	1	-2	-7
PAD4 inh	-3	-1	10	1	-8
pPAFAH inh	3	8	2	8	7
PAFAH1B2 inh	2	-2	2	3	1
GSTO1 counter	1	-3	-1	-5	5
PAFAH1B3 inh	7	-1	-4	11	4

(31) COc1ccc(NC(=O)CC2CC3CCC2C3)cc1S(=O)(=O)N1CCOCC1 (centres undefined)
(32) CC(NC(=O)COC(=O)C1CC1C)c1ccccc1 (centres undefined)
(33) CCN(CC)S(=O)(=O)c1ccc(O)c(C(=O)OCC(=O)N(C)Cc2ccccc2)c1
(34) CCOC(=O)Cc1csc(NC(=O)Cn2cnc3c2c(=O)n(C)c(=O)n3C)n1
(35) O=C(OCCN1C(=O)c2ccccc2C1=O)c1ccco1

Screen / compound no.	31	32	33	34	35
PREPL inhibitor	12	-2	1	3	1
LYPLA2 inh	x	x	-2	7	0
LYPLA1 counter	x	x	0	-1	-4
PAFAH2 inh	6	33*	5	2	-21
PAD4 inh	-2	3	-3	3	-2
pPAFAH inh	4	4	4	-2	2
PAFAH1B2 inh	8	-3	9	-4	5
GSTO1 counter	x	x	12	6	3
PAFAH1B3 inh	7	11	1	-1	-2

(36) CC1OC(Nc2ccc(OC(F)(F)F)cc2)C(O)C(O)C1O (centres undefined)
(37) O=C(/C=C/c1ccccc1)N1CCN(c2ccc([N+](=O)[O-])c(N3CCOCC3)c2)CC1
(38) O=C(NC1CC2CCCC(C1)N2S(=O)(=O)c1ccccc1)C1CCCCC1 (centres undefined)
(39) CC1(C)Cc2c(sc(/N=C/N3CCCCCC3)c2C#N)C(C)(C)N1
(40) COc1ccc(N=Cc2c(O)c3ccccc3n2C(C)=O)cc1

Screen / compound no.	36	37	38	39	40
PREPL inhibitor	2	43	19	-10	6
LYPLA2 inh	1	5	7	-2	0
LYPLA1 counter	1	2	5	-2	0
PAFAH2 inh	-10	0	4	4	-3
PAD4 inh	1	-3	-1	-4	-7
pPAFAH inh	0	6	0	3	1
PAFAH1B2 inh	2	6	6	4	9
GSTO1 counter	4	5	-1	0	7
PAFAH1B3 inh	-2	6	9	-2	12

(41) CCOC(=O)N1CCN(CC(O)COC2CC(C)CCC2C(C)C)CC1 (centres undefined)
(42) Cc1c(Cl)cccc1N1CC(C)(C)C1=O
(43) CS(=O)(=O)N1CCN(C(=O)c2ccccc2F)CC1
(44) O=[N+]([O-])c1ccc2[nH]c(O)c(N=NC(=S)Nc3cccnc3)c2c1
(45) CC(=O)N1CCOc2ccc(S(=O)(=O)NCC3CCC(C(=O)NCCC(C)C)CC3)cc21 (centres undefined)

Screen / compound no.	41	42	43	44	45
PREPL inhibitor	2	8	-6	21	0
LYPLA2 inh	2	7	7	-7	8
LYPLA1 counter	4	0	-1	1	-2
PAFAH2 inh	1	0	-1	15	1
PAD4 inh	-5	-1	4	-4	-2
pPAFAH inh	0	3	-5	19	8
PAFAH1B2 inh	12	-4	1	8	-2
GSTO1 counter	4	0	5	42*	-4
PAFAH1B3 inh	4	10	-5	13	6

(46) COc1cc(C2C3C(=O)N(c4ccccc4)C(=O)C3ON2c2ccccc2)cc(OC)c1OC (centres undefined)
(47) Cn1c(CNC(=O)c2ccccc2F)nnc1SCc1ccc(Cl)cc1
(48) CC1(C)CC(=O)C2=C(C1)N1C(=C(C#N)C2c2ccccc2Cl)N=C(N)c2ccccc21 (centres undefined)
(49) Cc1cccc(C2=NC(C(F)(F)F)(C(F)(F)F)c3c(n(-c4ccc(F)cc4)c(=O)[nH]c3=O)N2)c1
(50) Cc1ccc(S(=O)(=O)NCCC(=O)Nc2ccc(Cl)c(Cl)c2)cc1

Screen / compound no.	46	47	48	49	50
PREPL inhibitor	-1	5	19	-4	-56
LYPLA2 inh	3	-8	-7	-2	-6
LYPLA1 counter	1	-8	-3	-2	-14
PAFAH2 inh	-2	9	30	6	6
PAD4 inh	0	4	2	-1	-1
pPAFAH inh	6	-7	13	-1	1
PAFAH1B2 inh	2	13	-2	4	29*
GSTO1 counter	4	7	-2	-2	1
PAFAH1B3 inh	0	0	3	-3	-4

(51) CCC(c1nnnn1C1CCCC1)N1CCN(C(=O)c2ccco2)CC1 (centres undefined)
(52) Clc1ccc(Sc2cnc3ccccc3n2)cc1
(53) NC1=NC2(CCCCC2)N=C(Nc2ccc(F)cc2F)N1
(54) CCC(C)N(C(=O)CSc1nc(-c2ccccc2)cs1)C1CCS(=O)(=O)C1 (centres undefined)
(55) O=C(Nc1cccc2c1CCCC2)C1CCCN(S(=O)(=O)c2cccc3nonc23)C1 (centres undefined)
(56) COC(=O)c1ccc(NC(=O)CN2CCC(NC(=O)c3ccco3)CC2)cc1
(57) COc1ccc(/C=C2/C(=N)N3N=C(CC(=O)N4CCCC4)SC3=NC2=O)cc1
(58) COc1ccccc1CC(=O)NC1CC(C)(C)NC(C)(C)C1

Screen / compound no.	51	52	53	54	55	56	57	58
PREPL inhibitor	6	-5	-1	11	2	5	2	-5
LYPLA2 inh	6	-1	-2	-2	-1	-2	7	-1
LYPLA1 counter	4	3	0	-4	-1	2	1	-2
PAFAH2 inh	-1	-6	6	4	-1	-1	12	-3
PAD4 inh	-2	-2	0	-3	-3	4	-2	0
pPAFAH inh	-1	8	4	3	11	4	4	-5
PAFAH1B2 inh	2	4	5	0	6	2	1	3
GSTO1 counter	1	-6	-6	7	-7	6	11	5
PAFAH1B3 inh	-3	3	-2	6	-1	5	-3	8
